# TAG inh: inhibitors of triacylglycerol accumulation, primary screen, cell-based, uHTS, fluorescence, H9c2 | H9c2 cells, Nile Red lipid (TAG) fluorescence; cells loaded with 200 µM oleic acid | 230,000 compounds, 0.66% hits | inhibition, % at 12.5 µM;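 active = pattern-corrected inhibition of lipid staining of at least 50% with the nuclear-stain viability signal not falling by more than 50%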;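 note: 0% = DMSO wells and 100% = triacsin C control wells; some results filed as inactive read as strong as hits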
# TAG inh DAPI viability: second read-out of TAG inh, no call of its own (marks repeat the call); DAPI nuclei signal change (viability), lower = more cytotoxic, %;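 whole-well DAPI fluorescence read on a plate reader as a viability signal; minus 50 percent equals half of cells still viable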
# Starred values were filed as active, the others as inactive.
No. | compound | TAG inh | TAG inh DAPI viability
1 | C[C@@H]1O[C@@H](O[C@H]2C[C@@H](O)[C@]3(CO)[C@@H]4C(CC[C@]3(O)C2)[C@@]2(O)CC[C@H](C3COC(=O)C3)[C@@]2(C)C[C@H]4O)[C@H](O)[C@H](O)[C@H]1O (some centres not stated) | -10 | 9
2 | CC(C)OP(=O)(Oc1ccc(C(O)C(Cl)(Cl)Cl)cc1)OC(C)C (configuration not stated) | -3 | 7
3 | O=P(CCl)(Nc1ccccc1)C(Cl)(Cl)Cl (configuration not stated) | 13 | -8
4 | CCC(=NCCCn1ccnc1)c1c(O)n(-c2ccc(OC)cc2)c(=O)[nH]c1=O | 16 | 0
5 | COC(=O)C1=C(c2ccc(Cl)c(C(F)(F)F)c2)C[C@@H]2CC[C@H]1N2C(=O)NCCO | -12 | -2
6 | CC(C)CN1Cc2ccccc2-n2nncc2C1 | 9 | -2
7 | O=c1c2ccccc2nc(-c2cccs2)n1-c1cnccn1 | 10 | -5
8 | Cc1[nH]n(-c2ccccc2)c(=O)c1C(c1ccc([N+](=O)[O-])cc1)c1c(C)[nH]n(-c2ccccc2)c1=O | 10 | -2
9 | CCCCOC(=O)c1ccccc1C(=O)OCCCC | -13 | -1
10 | C=C1C(=O)OC2CC3(C)OC3CCC(C)=CC(OC(C)=O)C12 (configuration not stated) | 44 | -32
11 | CN1Cc2cnnn2-c2ccccc2C1C#N (configuration not stated) | -1 | -2
12 | N=c1c[n+](C2CCCCC2)[n-]o1 | -15 | 11
13 | C[C@]12C[C@@H](O)[C@H](O)CC1=CCC1C2CC[C@]2(C)C(=O)CCC12 (some centres not stated) | -3 | 0
14 | COC(=O)C1=C(c2ccc(OC(F)(F)F)cc2)C[C@@H]2CC[C@H]1N2C(=O)NCCOc1ccccc1Cl | 10 | -6
15 | O=P(Oc1ccc(-c2ccccc2)cc1)(N1CC1)N1CC1 | -17 | -1
16 | O=C1NC(=O)C(CCc2ccncc2)(Cc2ccc3c(c2)OCO3)C(=O)N1CCc1ccccc1 (configuration not stated) | -2 | -8
17 | O=C(O)c1ccccc1-c1ccc(C=C2C(=O)N(c3ccccc3)C(=S)N(c3ccccc3)C2=O)o1 | 1 | -4
18 | Fc1ccc(CN2CCN(c3ccc(Cl)cc3)CC2)cc1 | 6 | -4
19 | CCCCCCCn1c(=O)c(C(=O)Nc2cnccn2)c(O)c2ccccc21 | -18 | 1
20 | C#CC1(OC(=O)c2ccccc2)CC(C)N(C)CC1C (configuration not stated) | 7 | -8
21 | CC[C@]12C=CCN3CCC4(c5cc(Br)c(OC)cc5N(C)C4[C@@](O)(C(=O)OC)[C@@H]1OC(C)=O)C32 (some centres not stated) | -2 | -2
22 | CCS(=O)(=O)Nc1cccc(C(=C2CCCCC2)c2cnc[nH]2)c1 | -5 | 1
23 | N[C@@H]1C[C@H]1c1ccccc1 | 13 | -3
24 | CCOC(=O)C1CN(C)CCC1=O (configuration not stated) | 10 | -4
25 | O=C(Cn1cnc2sc3c(c2c1=O)CCCC3)NCCCC(=O)N1CCC2(CC1)OCCO2 | -2 | -4
26 | O=C1c2ccccc2C2(c3ccc(Cl)cc3)NCCN12 (configuration not stated) | -14 | 15
27 | CCCC[N+]12CCC(CC1)C(C(O)(c1ccccc1)c1ccccc1)C2 (configuration not stated) | -27 | 1
28 | O=C1NC2C(=CC(O)C(O)C2O)c2cc3c(cc21)OCO3 (configuration not stated) | 86 | -56
29 | Cc1ncoc1C(=O)NCC1=C(c2ccc(S(C)(=O)=O)cc2)C[C@@H]2CC[C@H]1N2Cc1ccco1 | 7 | -7
30 | COC(=O)C1=C(c2ccc(F)cc2OCc2ccccc2)C[C@@H]2CC[C@H]1N2C(=O)NCCc1ccc(F)cc1 | -8 | -4
31 | c1cncc(CNC2=NCCCCC2)c1 | 16 | -7
32 | O=C(CCCN1CCC(n2c(=O)[nH]c3ccccc32)CC1)c1ccc(F)cc1 | -7 | 3
33 | CC(=NCc1ccc2c(c1)OCO2)c1c(O)[nH]c(=O)[nH]c1=O | -26 | -3
34 | COP(=O)(NS(=O)(=O)c1ccccc1)OC | 6 | 6
35 | COc1ccc(C(=O)CC2(CC(=O)c3ccc(OC)cc3)C(=O)N(C)C(=O)N(C)C2=O)cc1 | -26 | 12
36 | CC1([N+](=O)[O-])COP(=O)(NC2CC2)OC1 (configuration not stated) | 0 | 8
37 | CCCCn1c(N)c(C(=O)NCCN2CCOCC2)c2nc3ccccc3nc21 | 18 | 142
38 | NCCc1ccc(O)cc1 | 4 | -1
39 | c1ccc2c(c1)OCC(C1=NCCN1)O2 (configuration not stated) | 2 | -1
40 | CN/C=C(/Cl)P(=O)(OC(C)C)OC(C)C | -5 | 6
41 | O=[N+]([O-])c1ccc(N2CC2)c([N+](=O)[O-])c1 | -7 | -1
42 | O=C(c1ccc(C(F)(F)F)cc1)C1CCCN(Cc2ccncc2)C1 (configuration not stated) | -9 | -7
43 | Cc1ccccc1CN1CCNCC1 | 3 | -6
44 | Fc1ccc(C2=CCN(C(c3ccc(Cl)cc3)c3nnnn3Cc3ccccc3)CC2)cc1 (configuration not stated) | -52 | 13
45 | Cc1ccc2cc3cc(C(=O)N4CCC5(CC4)OCCO5)oc3nc2c1 | -5 | 1
46 | Cc1cc(C=C2C(=O)NC(=O)NC2=O)c(C)n1-c1ccncc1 | -5 | -11
47 | COC(=O)C1=C(c2cccc(OC)c2OC)C[C@@H]2CC[C@H]1N2C(=O)N1CCC(C)CC1 | 6 | -3
48 | COCCOC(=O)C1=C(C)OC(N)=C(C(=O)OC)C12C(=O)Nc1ccccc12 (configuration not stated) | -9 | 18
49 | COC(=O)C1=C(c2ccc(-c3ccccc3)c(F)c2)C[C@@H]2CC[C@H]1N2C(=O)NCCO | 6 | -4
50 | Cc1cccc(C)c1NC1=NCCCCS1 | -4 | 10
51 | O=C1c2ccccc2C(=O)N1Cc1nc2ccccc2c(=O)n1-c1cccnc1 | 5 | 1
52 | COc1ccc(C2=CC(c3ccc4c(c3)OCO4)c3c(c4ccccc4oc3=O)O2)cc1OC (configuration not stated) | 61* | -36*
53 | O=C(c1ccco1)c1cn(Cc2ccc(Cl)cc2)c2ccccc12 | -37 | 1
54 | COC(=O)C1=C(c2ccc(S(C)(=O)=O)cc2)C[C@@H]2CC[C@H]1N2C(=O)NCc1ccco1 | -3 | 25
55 | O=C(CF)NC(Nc1cccc2cccnc12)C(Cl)(Cl)Cl (configuration not stated) | -2 | -5
56 | O=C(COc1ccc(S(=O)(=O)N2CCCCC2)cc1)N1CCN(Cc2ccccc2)CC1 | -1 | -1
57 | Cc1nc2ccccc2c(=O)n1-c1ccc(Cl)cc1[N+](=O)[O-] | -23 | -4
58 | N=C1c2ccccc2CN1NC(=O)c1ccco1 | 6 | 4
59 | Cc1cc(C=C2C(=O)NC(=S)NC2=O)c(C)n1C1CCCC1 | -8 | 14
60 | O=C(O)CCC(=O)NCCC1=c2ccccc2=N/C1=C\c1c(O)n(Cc2ccc(F)cc2)c(=S)[nH]c1=O | 9 | -3

# Some of the entries so far, screen by screen.
(15) O=P(Oc1ccc(-c2ccccc2)cc1)(N1CC1)N1CC1
(16) O=C1NC(=O)C(CCc2ccncc2)(Cc2ccc3c(c2)OCO3)C(=O)N1CCc1ccccc1 (configuration not stated)
Assay by compound	15	16
TAG inh	-17	-2
TAG inh DAPI viability	-1	-8

# Continued:
No. | compound | TAG inh | TAG inh DAPI viability
61 | COc1ccc(NC(=S)NC(NC(=O)CF)C(Cl)(Cl)Cl)cc1[N+](=O)[O-] (configuration not stated) | 9 | 1
62 | Cc1ccc(S(=O)(=O)N2CCN(C(=O)COC(=O)Cc3ccccc3)CC2)c(C)c1 | 4 | -5
63 | O=C(N/N=C/c1c(O)n(Cc2ccc(F)cc2)c(=S)[nH]c1=O)c1ccncc1 | 9 | -11
64 | O=c1[nH]c(=S)n(Cc2ccc(F)cc2)c(O)c1C=NCc1cccnc1 | 19 | -1
65 | CCCCNc1ccncc1S(=O)(=O)NC(=O)NC(C)C | 8 | 5
66 | O=C(COc1ccc(Br)cc1)N1CCN(Cc2ccc3c(c2)OCO3)CC1 | -1 | 3
67 | C[N+]1(C)C2CC(OC(=O)C(CO)c3ccccc3)CC1C1OC12 (configuration not stated) | -5 | -7
68 | CCCCn1c(O)c(C(C)=NCc2ccc3c(c2)OCO3)c(=O)[nH]c1=O | -22 | -10
69 | COc1ccccc1N1C(=O)NC(=O)C2(Cc3cc(C)ccc3N(C)C2)C1=O (configuration not stated) | 2 | -11
70 | COC(=O)C1=C(c2ccc(F)cc2OCc2ccccc2)C[C@@H]2CC[C@H]1N2C(=O)NCc1ccc(F)cc1 | -28 | -7
71 | CN(C)CC#CCOCCOCCC#N | 2 | -8
72 | C=CCn1c(O)c(C(C)=NCCN2CCCCC2)c(=O)[nH]c1=O | -12 | 1
73 | CC1CN(c2ccc([N+](=O)[O-])c3cccnc23)CC(C)N1 (configuration not stated) | 3 | -3
74 | COc1ccc(S(=O)(=O)N2Cc3ccccc3-n3nncc3C2)cc1 | -24 | 5
75 | CC(C)CN1CCN(Cc2ccccc2C(F)(F)F)CC1CCO (configuration not stated) | -8 | 12
76 | CC(=O)NCC(=O)Nc1ccc(Br)cc1C(=O)c1ccccc1 | 12 | -5
77 | CNP(=O)(Oc1ccccc1)OC12CC3CC(CC(C3)C1)C2 (configuration not stated) | -22 | 3
78 | Cc1cccc(NC(=S)N2CC3CC(C2)c2cccc(=O)n2C3)c1C (configuration not stated) | 5 | 13
79 | CCn1c(C)c(C(=O)O)c2cc(OC)ccc21 | 1 | 4
80 | CCOC(=O)c1c(-c2ccc(OC)cc2)oc2ccc(OC(=O)N(C)C)cc12 | -116 | 80

# Gathered by group, the compounds so far with a CF3 group
No. | compound | TAG inh | TAG inh DAPI viability
5 | COC(=O)C1=C(c2ccc(Cl)c(C(F)(F)F)c2)C[C@@H]2CC[C@H]1N2C(=O)NCCO | -12 | -2
14 | COC(=O)C1=C(c2ccc(OC(F)(F)F)cc2)C[C@@H]2CC[C@H]1N2C(=O)NCCOc1ccccc1Cl | 10 | -6
42 | O=C(c1ccc(C(F)(F)F)cc1)C1CCCN(Cc2ccncc2)C1 (configuration not stated) | -9 | -7
75 | CC(C)CN1CCN(Cc2ccccc2C(F)(F)F)CC1CCO (configuration not stated) | -8 | 12

# The listing continues:
No. | compound | TAG inh | TAG inh DAPI viability
81 | CC(C(=O)Nc1ccc(Br)cc1C(=O)c1ccccc1)N1CCOCC1 (configuration not stated) | -25 | 9
82 | CCC(=O)CC(c1ccc([N+](=O)[O-])cc1)c1c(O)c2ccccc2oc1=O (configuration not stated) | 8 | -1
83 | COc1ccc(C(=O)C2CCCN(Cc3cnc(C)s3)C2)cc1OC (configuration not stated) | -9 | 3
84 | O=c1[nH]c(=O)n(Cc2ccccc2)c(O)c1C=NCCCn1ccnc1 | 8 | 9
85 | CC(C)[C@@]1(NC(=O)[C@@H]2C[C@@H]3c4cccc5[nH]cc(c45)C[C@H]3N(C)C2)O[C@@]2(O)[C@@H]3CCCN3C(=O)[C@H](Cc3ccccc3)N2C1=O | 28 | 11
86 | COc1ccc(NC2(C#N)CCCCC2)cc1 | 13 | -11
87 | CP(C)(=O)CCC(=O)O | -33 | 10
88 | CCC(C)C12CN3CCN(CC(C)(C3)C1=O)C2 (configuration not stated) | 2 | -6
89 | CC(CN1CCOCC1)OC(=O)Cc1ccccc1 (configuration not stated) | 3 | -3
90 | O=P(Nc1cccc(Cl)c1)(Oc1ccccc1)Oc1ccccc1 | -34 | -5
91 | Cc1ccc2c(c1Cl)NC(C(=O)O)C1CC(Sc3ccccc3[N+](=O)[O-])C(Cl)C21 (configuration not stated) | 5 | 5
92 | C=CCOc1ccc(CC2C(=O)N(C)C(=O)N(C)C2=O)cc1 | 37 | -24
93 | O=C(NCCN1CCCCC1)c1ccc(Cl)nc1Cl | 0 | 9
94 | Cc1nc(C)c(C(=O)NN=Cc2ccc(N(CCCl)CCCl)cc2)s1 | -12 | 14
95 | CCn1ccnc1CN1CCCC(C(=O)c2cc(Cl)ccc2OC)C1 (configuration not stated) | 0 | 7
96 | Cc1ccc(C2=NN(CCC(=O)N3CCC4(CC3)OCCO4)C(=O)CC2)cc1 | 6 | -9
97 | COc1ccc(OC(=O)N(C)C[C@@H]2OCc3ccccc3-c3c(n(C)c4ccccc34)C(=O)N([C@H](C)CO)C[C@@H]2C)cc1 | -5 | 11
98 | COC(=O)C1=C(c2cccc(OCc3ccccc3)c2)C[C@@H]2CC[C@H]1N2C(=O)NCc1ccc(OC)cc1 | -17 | 1
99 | C[C@H](CO)N1C[C@H](C)[C@@H](CN(C)C(=O)Oc2ccc3ccccc3c2)OCc2cnnn2CCCC1=O | -2 | 4
100 | CN1CCN(C(=O)COc2ccc(Oc3ccccc3)cc2)CC1 | 6 | 6
101 | CCC(C)c1ccc(N2C(=O)NC(=O)/C(=C/c3cccn3CCOc3ccc(C)cc3)C2=O)cc1 (configuration not stated) | -6 | 9
102 | C[N+](C)(C)CC(=O)Nc1ccc(Cl)cc1C(=O)c1ccccc1 | 6 | -11
103 | CCOP(=O)(OCC)C1(O)C(=O)Nc2ccc(Br)cc21 (configuration not stated) | 2 | -7
104 | O=c1[nH]c(=S)n(CCC2=CCCCC2)c(O)c1C=NC1CCN(Cc2ccccc2)CC1 | -12 | 11
105 | CC(=O)O[C@]1(c2ccccc2)CCN(C)[C@H]2CCCC[C@@H]21 | -1 | 7
106 | C[C@@H]1CN([C@H](C)CO)C(=O)CCCn2cc(nn2)CO[C@H]1CN(C)C(=O)Oc1cccc2ccccc12 | 2 | -8
107 | CN1CCN(CC(=O)Nc2ccc([N+](=O)[O-])cc2C(=O)c2ccccc2)CC1 | 4 | 11

# Shown screen by screen: 2 of the compounds above
101) CCC(C)c1ccc(N2C(=O)NC(=O)/C(=C/c3cccn3CCOc3ccc(C)cc3)C2=O)cc1 (configuration not stated)
102) C[N+](C)(C)CC(=O)Nc1ccc(Cl)cc1C(=O)c1ccccc1
assay / entry,101,102
TAG inh,-6,6
TAG inh DAPI viability,9,-11

# Compound activity as filed in PubChem.

# The list is partial, so the mix of outcomes need not match the whole.
